Screens deposited in PubChem BioAssay by several laboratories.
human PMI inhibitors: human PMI inhibitors, high substrate, primary screen, biochemical, fluorescence intensity, high mannose 6-phosphate (AID 1220). recombinant PMI enzyme, coupled fluorescence intensity; higher % means a stronger effect. inhibition, % at 20 µM, or IC50 in µM where a hit was titrated. hit rate 0.66% among 190,000
Ins promoter up: MIN6 insulin promoter up-regulation; MIN6 insulin promoter-GFP reporter, high-content imaging; hits give high values; z-score at 5 µM; hit rate 0.3% among 190,000; AID 1625;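 active = z-score above 3 at 5 µM with at least 500 cells counted in the well; inconclusive = wells under 500 cells, flagged as cytotoxic or low count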
PhoP inhibition: PhoP-dependent GFP reporter repression – Salmonella Typhimurium, primary screen (AID 1863) | one-dose inhibition, % at 50 µM; IC50 in µM for titrated hits | hit rate 0.16% among 300,000 | S. Typhimurium PhoP-regulated promoter GFP reporter, 4 h; higher % means a stronger effect;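 active = inhibition over 29.93%, a cutoff 3 SD above the screen mean, later confirmed by dose response; inconclusive = inhibition over 29.93% but no dose response follow-up; inactive = inhibition at most 29.93% or unconfirmed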;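 also: 0% = low Mg2+ inducing control and 100% = high Mg2+ repressing control; strong numbers were not always called active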
TNAP activation fold: stimulation of alkaline phosphatase TNAP activity – biochemical, luminescent, no phosphate acceptor, uHTS, primary screen (AID 1001); purified TNAP, luminescent activation assay, no phosphate acceptor; higher activation fold means a stronger effect; activation fold at 20 µM; hits with a dose series show EC50 in µM; hit rate 0.03% among 200,000; in the data active = activation fold from about 3, or a potency from the dose series; inactive = the rest, 99 in 100 with activation fold below about 1.6; also: many of its hits are not listed in these tables
ER stress rescue: rescue of cells from ER stress-induced death, primary screen, 384-well, CSM14.1, thapsigargin, ATP luminescence (AID 1222) | CSM14.1 thapsigargin-induced death rescue, ATP luminescence; higher % means a stronger effect | 190,000 tested, under 10 active | one-dose cellular ATP content (survival), % at 20 µM; EC50 in µM for titrated hits;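 active = EC50 below 50 µM in the dose-response confirmation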;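 also: death triggered by thapsigargin at about 15 µM added after 2 h compound pretreatment; cell ATP read after overnight thapsigargin exposure of roughly 18 to 22 hours; normalized against plate controls of thapsigargin alone and 5% DMSO vehicle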
RSV antiviral HEp-2: RSV antiviral activity via CPE protection, HEp-2 cells, primary 10 µM value included (AID 2391) | HEp-2 cells, RSV-induced CPE inhibition; higher % means a stronger effect | CPE inhibition, % at 10 µM; hits with a dose series show IC50 in µM | hit rate 0.13% among 310,000; in the data active = a potency from the dose series; inconclusive = CPE inhibition mostly from about 23% at the one dose, without a potency; inactive = the rest, 99 in 100 with CPE inhibition below about 21%; also: strong numbers were not always called active
human PMI inhibition: inhibitors of human PMI, primary screen, biochemical, fluorescence intensity, coupled assay (AID 1209). inhibition, % at 20 µM; hits with a dose series show IC50 in µM. hit rate 0.42% among 190,000. purified PMI enzyme, coupled fluorescence intensity; higher % means a stronger effect;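 also: plate controls were DMSO vehicle for no effect and wells lacking substrate for full effect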
West Nile virus CPE: inhibition of WNV-induced cytopathic effect – cell-based, CPE readout (AID 1621); hit rate 0.02% among 290,000; CPE inhibition, % at 10 µM; hits with a dose series show IC50 in µM; West Nile virus-infected cells, CPE inhibition; higher % means a stronger effect; in the data active = a potency from the dose series; inconclusive = CPE inhibition mostly from about 3.7% at the one dose, without a potency; inactive = the rest, 99 in 100 with CPE inhibition below about 2.2%; also: strong numbers were not always called active
SV40 large T antigen: SV40 large T antigen inhibitors, biochemical (AID 1903); SV40 large T antigen ATPase/helicase inhibition assay; higher % means a stronger effect; hit rate 0.39% among 310,000; one-dose inhibition, % at 20 µM; IC50 in µM for titrated hits; in the data active = a potency from the dose series; inconclusive = inhibition mostly from about 32% at the one dose, without a potency; inactive = the rest, 99 in 100 with inhibition below about 32%; also: strong numbers were not always called active
Ins promoter up cell count: also measured in Ins promoter up; calls as there; cell count; measured here: cytotoxicity, nuclei count;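 total cells summed across four imaged fields per well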
Starred values were filed as active, the others as inactive; ? = inconclusive; nt = no result given. Rule as the data show it, unless noted: active = inhibition above about 50%; inactive = the rest.

SMILES	human PMI inhibitors	Ins promoter up	Ins promoter up cell count	PhoP inhibition	TNAP activation fold	ER stress rescue	RSV antiviral HEp-2	human PMI inhibition	West Nile virus CPE	SV40 large T antigen
COc1ccc(OCc2cc(C(=O)NCC(C)(C)N3CCOCC3)no2)c(Cl)c1	nt	nt	nt	9.0%	nt	nt	-0.8%	nt	-1.6%	13.2%
CC1(C)Cc2c(sc3ncn(N)c(=N)c23)CO1	-5.2%	0.49	1597	1.9%	1.1	0.9%	-1.0%	-3.1%	nt	8.2%
CCn1cc(C(=O)N2CC(C)CC(C)C2)c(=O)c2cc(S(=O)(=O)N(C)C)ccc21 (stereo not given)	9.9%	0.25	1432	-8.3%	1	1.0%	0.3%	4.7%	nt	8.6%
O=C1NC(=O)/C(=C/c2ccc(OS(=O)(=O)c3ccc(F)cc3F)cc2)N1	nt	0.06	1413	-11.1%	nt	nt	14.1%	nt	-1.2%	3.0%
Cc1cccn2c(=O)c3cc(C(=O)N4CCOCC4)n(C)c3nc12	nt	nt	nt	-1.2%	nt	nt	1.2%	nt	-0.5%	14.6%
COc1cccc(CNC(=O)C2CCN(S(=O)(=O)N3CCCCC3)CC2)c1	15.3%	0.72	1263	-2.4%	1.1	1.9%	1.4%	6.3%	-0.5%	2.5%
CCc1cccc(C)c1NC(=O)C1CCN(C(=O)c2ccc([N+](=O)[O-])cc2)CC1	4.4%	0.08	1433	9.1%	1	-1.5%	-0.2%	3.4%	-0.1%	-16.1%
O=C(CSc1nnc(CNC(=O)c2ccccc2F)o1)Nc1ccc2c(c1)OCCO2	-1.8%	0.45	974	-1.9%	1.1	0.6%	-0.4%	7.9%	-0.6%	15.6%
CCCc1cc(N2CCCC(C(=O)NCC)C2)n2ncnc2n1 (stereo not given)	-2.9%	0.93	1349	-1.7%	1.2	-0.6%	1.1%	-3.3%	0.1%	21.6%
CCCOC(=O)c1ccc2c(c1)C(=O)N(c1ccccc1)C2=O	2.3%	-0.08	896	-2.4%	1.1	-0.2%	0.9%	0.3%	0.3%	2.6%
CC(C)Oc1ccc(C(=O)Nc2ccc(S(=O)(=O)N3CCN(C)CC3)cc2)cc1	nt	nt	nt	-4.8%	nt	nt	3.6%	nt	-1.3%	4.6%
O=C(N/N=C/c1ccco1)C1CC1	-2.9%	0.74	1090	-11.5%	1	-1.9%	1.4%	-1.5%	0.2%	-1.5%
CN(C)S(=O)(=O)c1ccc(S(=O)(=O)N(Cc2ccco2)Cc2ccccc2Cl)cc1	-1.3%	-1.09	1142	-2.2%	1.1	nt	1.1%	5.3%	-0.3%	-7.0%
CCOc1ccc(CN(C)C(=O)c2cccnc2SC)cc1OC	10.6%	0.54	1408	-1.6%	1	0.1%	2.1%	7.7%	nt	7.3%
Cc1ccc(NC(=O)CCOc2ccccc2)c(C)c1	nt	nt	nt	6.2%	nt	nt	1.2%	nt	-0.3%	-2.3%
CCOc1ccc(NC(=O)c2ccccc2C(=O)c2ccccc2)cc1OCC	nt	nt	nt	-0.3%	nt	nt	0.7%	nt	-0.3%	7.1%
Cc1cc(=O)oc2cc(NC(=O)c3cccc(Br)c3)ccc12	nt	nt	nt	-2.3%	nt	nt	4.1%	nt	?	6.8%
COc1cccc(C(O)c2nc3ccccc3n2C(C)C)c1OC (stereo not given)	nt	nt	nt	2.0%	nt	nt	1.3%	nt	-0.9%	-2.0%
CC(=O)c1ccc(S(=O)(=O)Nc2cc3c(cc2C(C)=O)OCO3)cc1	6.8%	-0.12	1586	-10.8%	1.1	-0.4%	-1.6%	6.0%	-0.2%	21.3%
Cc1ccc(S(=O)(=O)N(C)Cc2cc3cc(C)ccc3[nH]c2=O)cc1	nt	nt	nt	-0.9%	nt	nt	-0.7%	nt	-0.2%	5.4%
Cc1[nH]nc(SCC(=O)Nc2ccc(C#N)cc2)c1[N+](=O)[O-]	-31.8%	-0.03	1520	-2.4%	1	1.6%	3.8%	-14.1%	0.1%	10.8%
O=C(c1cccc(F)c1)N1CCN(c2cccc(Cl)c2)CC1	3.4%	-1.03	1216	6.8%	1.1	-1.1%	-0.9%	8.4%	0.5%	7.0%
CC(=O)c1c(O)c2ccccc2n(C)c1=O	10.6%	-0.27	1454	2.6%	1	0.5%	2.2%	14.8%	0.0%	3.3%
O=C(CCCCC(=O)NCCCc1ccccc1)NCCCc1ccccc1	nt	nt	nt	-6.3%	nt	nt	2.0%	nt	-0.2%	-0.1%
CSc1ccc(CN2CCC(Oc3cccc(C(=O)N4CCCC4)c3)CC2)cc1	nt	nt	nt	-3.6%	nt	nt	2.4%	nt	-1.2%	7.7%
Cc1ccc(S(=O)(=O)/N=C(/NC(=S)Nc2cccc(C)c2)c2ccccc2)cc1	7.0%	0.45	830	-1.1%	0.8	-3.6%	3.2%	10.5%	nt	14.9%
CN1CCC(Oc2ccccc2Sc2ccc(C(F)(F)F)cc2)CC1	-11.0%	-1.58	970	3.6%	1	1.0%	2.5%	-14.2%	0.0%	18.9%
O=C(Nc1c2n(c(=S)n(-c3ccccc3)c1=O)CCCCC2)c1ccccc1	-8.4%	0	1211	-1.1%	0.9	0.6%	0.8%	-14.6%	-0.4%	5.7%
CCOc1ccc(N2C(=O)CN(CC(=O)OC)C2=S)cc1	nt	-0.11	1286	6.5%	1.1	-1.6%	1.3%	nt	0.3%	0.3%
CCOc1ccc(Nc2nc(Cc3nnc(SCC(=O)NCc4ccco4)n3CC)cs2)cc1	7.4%	-0.19	1228	18.6%	1.1	-1.6%	1.2%	23.4%	0.0%	9.7%
COc1ccc(-c2noc(Cc3ccc(Cl)cc3)n2)cc1OC	19.0%	0	1331	0.2%	1	nt	5.3%	23.2%	-0.6%	1.0%
CC(C)CC1(C)NC(=O)N(CC(=O)Nc2ccc3c(c2)CCC3)C1=O (stereo not given)	-9.2%	-0.69	1169	1.2%	1.1	-0.8%	-0.9%	-4.6%	-0.7%	11.8%
CCCOc1ccc(C(CC(=O)O)NC(=O)c2sc3ccccc3c2Cl)cc1 (stereo not given)	-7.2%	2.57	1323	-5.4%	1.1	-6.5%	2.4%	-25.6%	0.6%	17.9%
C/C(=N/NC(=O)c1sc(NS(=O)(=O)c2ccccc2)nc1C)c1ccccc1	-5.7%	0.31	1674	-3.9%	0.9	1.0%	3.8%	-9.2%	0.2%	11.1%
CC(NC(=O)OC(C)(C)C)C(=O)Oc1ccc2ccc(=O)oc2c1 (stereo not given)	14.2%	-0.08	975	6.3%	1	0.5%	0.9%	9.3%	-0.2%	32.2%
CN1CCN(C(=O)/C=C/c2cccc(Cl)c2)CC1	nt	nt	nt	-0.3%	nt	nt	0.4%	nt	-0.1%	10.2%
S=C(NCc1ccccc1)Nc1ccncc1	nt	nt	nt	16.1%	nt	nt	3.2%	nt	-1.7%	15.6%
CCOCCCNC(=O)c1cc(Sc2ccc(C)cc2)nc2ccccc12	12.6%	nt	nt	-1.8%	1.1	-2.1%	8.6%	8.3%	-0.8%	4.1%
Cn1ncc2c(Nc3ccc(Br)cc3)nc(Nc3ccc(Br)cc3)nc21	nt	-1.12	827	-4.0%	nt	nt	-2.4%	nt	?	-1.7%
COc1ccc(C(=O)Nn2c(SCC(=O)NCc3ccccc3)nc3ccccc3c2=O)cc1	-6.6%	0.8	774	-4.1%	0.9	-0.4%	1.1%	-21.1%	-0.3%	2.1%
CCOC(=O)CN1N=C(/C=C/c2ccc(C(C)C)cc2)CCC1=O	10.4%	-0.47	1193	-2.5%	1	-0.3%	-2.5%	7.2%	-0.2%	25.7%
CCCc1ccc(OCC(O)CN2CCN(C(=O)OCC)CC2)cc1 (stereo not given)	nt	nt	nt	6.5%	nt	nt	4.8%	nt	-0.5%	3.2%
CC(=O)N/C(=C\c1ccc(F)cc1)C(=O)OC(C)C	-3.4%	0.03	1567	-0.5%	1.1	0.3%	1.9%	5.5%	nt	19.2%
Nc1ccc(C(=O)N2CCN(S(=O)(=O)c3ccc4c(c3)OCCO4)CC2)cc1[N+](=O)[O-]	nt	nt	nt	-2.6%	nt	nt	10.9%	nt	-0.6%	9.0%
O=C(CCN1C(=O)COc2ccccc21)NCc1cccnc1	-0.9%	-0.01	1228	4.6%	1.1	-0.5%	-0.8%	-7.0%	-0.2%	-3.8%
N#C/C(=C(/O)COc1ccccc1)c1nnc2n1CCCCC2	-0.7%	nt	nt	5.3%	1	-1.5%	3.1%	-5.0%	0.9%	-2.8%
CCOc1ccc(/C(O)=C2/C(=O)C(=O)N(CCCN3CCOCC3)C2c2ccc(F)cc2)cc1C (stereo not given)	nt	nt	nt	-2.1%	nt	nt	0.8%	nt	-0.4%	11.0%
CN(C)C(CNC(=O)c1ccccc1C(F)(F)F)c1ccco1 (stereo not given)	nt	nt	nt	-2.4%	nt	nt	1.6%	nt	0.0%	-3.2%
CCOC(=O)c1cccc(NC(=O)C(NS(=O)(=O)c2ccc3c(c2)CCN3C(C)=O)C(C)C)c1 (stereo not given)	3.5%	-1	1336	7.9%	1.1	-0.7%	-0.7%	4.4%	-0.4%	-2.6%
Cc1ccc(Cn2c(CCNc3nc(-c4ccc(C)cc4)cs3)nc3cc(C(=O)NCCCO)ccc32)cc1	nt	nt	nt	7.7%	nt	nt	-1.0%	nt	0.5%	21.6%
Next section
SMILES	human PMI inhibitors	Ins promoter up	Ins promoter up cell count	PhoP inhibition	TNAP activation fold	ER stress rescue	RSV antiviral HEp-2	human PMI inhibition	West Nile virus CPE	SV40 large T antigen
COc1ccc(CN(C)C(=O)c2ccncc2)c(OC)c1	nt	nt	nt	4.2%	nt	nt	0.7%	nt	-0.1%	4.2%
O=C(NN1C(=O)C2C3C=CC(C4CC34)C2C1=O)c1ccc(Br)cc1 (stereo not given)	-2.0%	0.23	1486	9.1%	1	-0.4%	6.0%	-2.7%	0.1%	3.0%
CC(=O)c1ccc(NC(=O)Nc2ccncc2)cc1	2.6%	-0.86	1558	3.8%	1.1	1.1%	1.7%	2.6%	-0.4%	15.6%
O=C1CC(c2ccco2)c2ccc3ccccc3c2N1 (stereo not given)	15.8%	0.12	1180	6.2%	1.2	-0.5%	4.0%	1.8%	-0.6%	23.0%
O=C(Nc1ccc(Cl)cc1C(=O)NCCN1CCOCC1)c1ccco1	7.7%	0.27	2012	-0.8%	1.2	1.3%	-0.6%	6.8%	-0.5%	2.8%
COc1cc2[nH]c(=O)c(C(=O)NCc3ccc(F)cc3)c(O)c2cc1OC	nt	nt	nt	17.4%	nt	nt	0.8%	nt	0.1%	1.9%
Brc1ccccc1/C=N/Nc1ccccn1	-1.2%	-0.59	1213	1.4%	1.1	-1.0%	0.8%	-3.3%	-1.2%	4.6%
COc1ccc(NC(=O)c2ccc3ccccc3c2)cc1	nt	nt	nt	1.3%	nt	nt	1.9%	nt	-0.4%	5.6%
CCOC(=O)c1sc(Nc2nc3c(OC)cccc3s2)cc1C	21.6%	0.49	1042	-5.3%	1.3	-1.8%	?	24.5%	1.4%	10.8%

Outcome played no part in choosing rows; 1.5% or so of the library scored in one or more.
